# TDP1 cell CPT: qHTS for Inhibitors of human tyrosyl-DNA phosphodiesterase 1 (TDP1): qHTS in cells in presence of CPT; chicken DT40 Tdp1-/-;hTDP1 cells + 20 nM CPT, ATP luminescence, 48 h; Potency, µM (titrated, usually from 46.2 µM), without a hit: at the top dose activity change, negative = growth inhibition, usual class: inhibitors; actives 12% (n = 420,000); AID 686979, 2013; further: nearly all actives have a fitted effect of over 55% in size
#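 Cell growth measured by CellTiter-Glo luminescence after a minimum 48 h, 37 C compound exposure with 20 nM CPT in Tdp1-knockout DT40 cells stably expressing hTDP1, seeded 400/well; qHTS titration format.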
# TDP1 cell noCPT: qHTS for Inhibitors of human tyrosyl-DNA phosphodiesterase 1 (TDP1): qHTS in cells in absence of CPT. actives 15% (n = 420,000). Potency, µM (doses to about 46.2 µM), for inactives: at the highest dose activity change, negative = growth inhibition, usual class: inhibitors. DT40 Tdp1-/- hTDP1 cells, no CPT, ATP luminescence, 48 h. AID 686978, 2013; further: nearly all actives have a fitted effect of over 55% in size
#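 Readout: luminescence from CellTiter-Glo after 30 min in the dark at RT. Cells: DT40 Tdp1-/- with stable hTDP1, 400/well. Exposure: compounds alone, ≥48 hr, 37 °C.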
# GCN5L2 inh: qHTS Assay for Inhibitors of GCN5L2; Histone acetyltransferase KAT2A (Homo sapiens), Q92830; GCN5L2 HAT assay, ThioGlo1 CoA-SH fluorescence; Potency, µM (highest dose often 58.9 µM), for the others: top-dose activity change, negative = inhibition, most hits filed as inhibitors; actives 0.21% (n = 390,000); AID 504327, 2011
# Target sequence (Q92830 whole entry, looked up): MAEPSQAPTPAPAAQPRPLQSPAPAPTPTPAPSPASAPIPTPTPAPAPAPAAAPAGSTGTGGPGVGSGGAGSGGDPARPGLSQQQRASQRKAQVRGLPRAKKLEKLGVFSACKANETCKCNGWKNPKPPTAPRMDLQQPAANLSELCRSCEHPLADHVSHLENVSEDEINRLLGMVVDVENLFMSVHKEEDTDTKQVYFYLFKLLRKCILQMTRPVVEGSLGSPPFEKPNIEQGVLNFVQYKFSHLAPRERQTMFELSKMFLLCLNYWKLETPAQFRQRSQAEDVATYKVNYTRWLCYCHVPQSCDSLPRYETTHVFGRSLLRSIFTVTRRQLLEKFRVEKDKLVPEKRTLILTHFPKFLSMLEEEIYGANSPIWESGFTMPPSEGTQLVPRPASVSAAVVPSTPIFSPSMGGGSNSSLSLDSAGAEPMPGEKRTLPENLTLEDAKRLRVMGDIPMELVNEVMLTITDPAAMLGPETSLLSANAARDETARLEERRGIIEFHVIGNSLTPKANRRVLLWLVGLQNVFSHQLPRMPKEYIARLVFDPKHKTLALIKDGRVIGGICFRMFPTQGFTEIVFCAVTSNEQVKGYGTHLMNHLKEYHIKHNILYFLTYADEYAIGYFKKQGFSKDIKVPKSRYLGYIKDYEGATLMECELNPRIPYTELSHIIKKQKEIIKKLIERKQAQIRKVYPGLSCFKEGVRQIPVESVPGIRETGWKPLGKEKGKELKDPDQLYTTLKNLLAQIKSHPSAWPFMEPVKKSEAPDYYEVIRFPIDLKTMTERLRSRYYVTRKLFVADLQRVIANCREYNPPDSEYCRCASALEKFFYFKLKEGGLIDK
#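 GCN5L2 (20 nM) in 50mM HEPES pH 7.5, 0.1mM EDTA, 0.01% Tween-20 preincubated 15 min with compounds at room temperature. Reaction started with H3(1-25) 75uM, acetyl-CoA 70uM, ThioGlo1 50uM; CoA-thiol fluorescence (Ex340/Em540) read at 0 and 20 min.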
# * = called active by the depositor; ? = inconclusive; nt = not tested or not shown; [ ] = dose if it differs, or a comment. The call rests on the fitted dose curve; in most records, active means well fitted curve in the direction sought with a large enough effect; inconclusive means small, poorly fitted or top-dose-only effect, or another doubt; inactive means no such curve, though single readings can be large; an effect the other way counts as inactive or inconclusive. On the % scale 0 is the no-effect control and ±100 the full control effect; potency means the concentration at half of the fitted maximal effect. Some of the compounds tested. The share of hits here may be higher or lower than overall.
SMILES,TDP1 cell CPT,TDP1 cell noCPT,GCN5L2 inh
COc1cc2c(cc1OC)C(C1C(=O)CC(C)CC1=O)N(C(=O)CCl)CC2 (centres undefined),4%,-13%,-20%
CC1CCCCC1NC(=O)C1CCC(CNS(=O)(=O)c2ccccc2)CC1 (centres undefined),7%,-30%,-5%
Cc1cc(C)c2c(N)c(C(=O)Nc3ccc(F)cc3)sc2n1,-4%,-1%,-1%
CCOC(=O)N1CCC(NC(=O)c2cccc3c2C(=O)N(CCOC)C3)CC1,-1%,-2%,-2%
O=S(=O)(O)c1ccc(O)cc1,9%,3%,-10%
Cc1oc2cc3oc(=O)c(CC(=O)NCc4ccccc4)c(C)c3cc2c1C,6.5µM*,8.2µM*,-4%
Cc1ccc2[nH]c(=O)c(COC(=O)C3CCCCC3)cc2c1,-18%,-13%,-4%
O=C(CSc1nc2ncc(Cl)cc2[nH]1)NC1CCS(=O)(=O)C1 (centres undefined),0%,-8%,-13%
CCOC(=O)C1=C(N)OC2=C(C(=O)CC(C)(C)C2)C1c1ccco1 (centres undefined),-9%,-3%,-3%
CC(=O)Nc1ccc(S(=O)(=O)N2CCN(Cc3ccccn3)CC2)cc1,-14%,-20%,0%
CC(=O)Nc1ccc(CN(C)c2c(C)nc3ccc(C(=O)NCCc4ccccn4)cn23)cc1,-27%,-23%,nt
O=C1CCc2cccc(O)c2N1,13%,-4%,nt
CCN1C(=O)[C@H]2[C@@H](c3ccc(-c4ccccc4)cc3)N3CCC[C@@]3(C(=O)OC)[C@H]2C1=O,?,18µM*,-12%
CC(C)c1ccc(Nc2c(-c3ccccc3O)nc3cnccn23)cc1,?,21µM*,-19%
COc1ccc(Oc2ccc(/C=N/NC(=O)c3cccnc3)cc2[N+](=O)[O-])cc1,?,21µM*,-4%
Nn1c(SCC(=O)Nc2ccc3c(c2)OCCO3)nncc1=O,-7%,22%,-6%
Cc1cc(C)nc(Sc2ccc3nnnn3n2)n1,-20%,-9%,1%
COc1ccc(CCNC(=O)c2cnn(-c3cccc(C)c3)c2C2CCNCC2)cc1OC,-7%,-7%,9%
CCOC(=O)N1CCN(C(=O)c2cc3cc(Cl)ccc3[nH]2)CC1,?,?,-6%
CC1(C)CC(=O)C(C(=O)c2ccccc2)C(=O)C1Cl (centres undefined),-9%,25%,-1%
O=c1nc(NCc2ccco2)sc2ncccc12,-2%,-20%,-2%
CN(C)C(=O)c1ccc(-c2cncnc2NCCN2CCOCC2)cc1,-2%,-21%,-5%
Nc1nnc(SCC(=O)Nc2ccccc2N2CCOCC2)s1,2%,-2%,-8%
CCOc1ccc(-c2cnc(N)n2C)cc1,-5%,-26%,-2%
CSc1ccc(Cl)c(C(=O)NCC(C)C)c1,1%,-4%,-18%

# Structures shown so far with an aryl thioether with sulfur outside any ring (five):
SMILES,TDP1 cell CPT,TDP1 cell noCPT,GCN5L2 inh
O=C(CSc1nc2ncc(Cl)cc2[nH]1)NC1CCS(=O)(=O)C1 (centres undefined),0%,-8%,-13%
Nn1c(SCC(=O)Nc2ccc3c(c2)OCCO3)nncc1=O,-7%,22%,-6%
Cc1cc(C)nc(Sc2ccc3nnnn3n2)n1,-20%,-9%,1%
Nc1nnc(SCC(=O)Nc2ccccc2N2CCOCC2)s1,2%,-2%,-8%
CSc1ccc(Cl)c(C(=O)NCC(C)C)c1,1%,-4%,-18%

# (next part)
SMILES,TDP1 cell CPT,TDP1 cell noCPT,GCN5L2 inh
CCOc1ccc(C2/C(=C(\O)c3ccc4c(c3)OCCO4)C(=O)C(=O)N2CCN2CCOCC2)cc1OCC (centres undefined),-1%,24%,1%
CC(C)(C)NC(=O)NC(=O)CN1CCCCC1,12%,-3%,1%
Nc1ccc(C(=O)c2ccc3c(c2)OCCO3)cc1N,-20%,-7%,nt
COc1ccc(C2(O)CCN(C(=O)c3ccc4c(c3)OCO4)CC2)cc1,-16%,-16%,2%
CCOC(=O)Cn1c(-c2cccnc2Cl)nc2cc(C)c(C)cc21,-23%,-22%,0%
Cc1cc(C)n2nc(C(=O)OCC(=O)N(C)C3CCS(=O)(=O)C3)nc2n1 (centres undefined),8%,7%,-9%
Cn1c(Br)nc2c1c(=O)n(Cc1ccccc1)c(=O)n2C,4%,-6%,-12%
O=C(COC(=O)c1ccc(F)c(S(=O)(=O)N2CCOCC2)c1)NC1CC1,0%,13%,-4%
CCN1C(=O)c2ccc(C(=O)NCc3ccc4c(c3)OCO4)cc2C1=O,2%,3%,-8%
CS(=O)(=O)Nc1cccc(C2=NN(C(=O)c3cccc(F)c3)C(c3cccs3)C2)c1 (centres undefined),23µM*,?,-7%
CCOC(=O)/C(C#N)=C\c1ccc(N2CCN(C/C=C/c3ccccc3)CC2)cc1,?,21µM*,-3%
COc1ccccc1-c1cc(NC(C)=O)c2ncc(-c3ccc(S(C)(=O)=O)cc3)n2c1,?,?,nt
Cc1cc(NC(=O)CC(F)(F)F)n(-c2ccccc2)n1,-2%,-9%,-2%
Cc1ccc(/C(O)=C2/C(=O)C(=O)N(c3ccccn3)C2c2ccc(F)cc2)cc1 (centres undefined),-14%,18%,-2%
CCN(C(=O)c1cc2c(=O)oc3ccc(C)cc3c2s1)c1ccccc1C,?,?,-7%
CC(C)OC(=O)CSc1nnc(-c2cccnc2)n1Cc1ccccc1,-10%,-10%,-11%
Cc1n[nH]c(C)c1S(=O)(=O)N(CC(=O)N1CCc2ccccc21)c1ccc(C(C)C)cc1,?,?,-2%
COc1cccc(-c2nnc(SCC(N)=O)n2-c2ccc(Cl)cc2)c1,?,-10%,-3%
O=C(Nc1ccccc1)N1CCCN(c2ccc(C(F)(F)F)cc2[N+](=O)[O-])CC1,?,?,-2%
COCCCNc1ncnc2sc(C(=O)N3CCCCC3)c(C)c12,-13%[9.04 µM],?,nt
Nc1nc2n(n1)C(c1cccs1)CC(c1ccccc1)N2 (centres undefined),-2%,-2%,0%
CCCC(CCC)C(=O)Nc1cccc(-c2cn3cccnc3n2)c1,?,-15%,4%
COc1ccc(CNC(=O)Cc2csc(NC(=O)Nc3ccccc3OC)n2)cc1,?,15µM*,-6%
O=C(N/N=C/c1ccco1)c1ccc(NC(=O)C2CC2)cc1,1%,-9%,-4%
CCC(=O)N1c2ccccc2NC2=C(C(=O)CCC2)C1c1ccccc1 (centres undefined),2%,-2%,-4%

# Carrying on.
SMILES,TDP1 cell CPT,TDP1 cell noCPT,GCN5L2 inh
O=C(NCc1ccccc1Cl)c1c2c(nc3ccccc13)C(=O)N(C1CCCCC1)C2,18µM*,?,19%
COc1ccc(-n2cnc3cc(NCc4cccs4)ccc32)cc1,?,?,-2%
C=CCOc1ccc(C(c2c(C)n(C)n(-c3ccccc3)c2=O)c2c(C)n(C)n(-c3ccccc3)c2=O)cc1,-1%,-30%,-9%
Cc1nc2ccccc2c2oc(C(=O)N3CCC(C)CC3)cc12,?,?,-1%
CNC(=O)NC(=O)CSc1cccc(C(F)(F)F)c1,0%,0%,0%
O=C(Cn1c(=O)oc2ccc(Cl)cc21)Nc1ccon1,8%,-2%,-1%
COc1ccc(OC2C(=O)N(c3ccc(C)c(C)c3)C2c2ccc(OC)c(OC)c2)cc1 (centres undefined),?,15µM*,-5%
CC(=O)c1ccc(S(=O)(=O)N2CCn3cccc3C2c2ccc(C)cc2)cc1 (centres undefined),21µM*,?,-1%
O=C(c1cc(F)c(F)cc1Cl)N1CCOCC1,-10%,-18%,-2%
C/C(CCC(C)C)=N\NS(=O)(=O)c1ccc(C)c([N+](=O)[O-])c1,-5%,20%,-4%
Cc1ccc(C)c(NC(=O)c2cc(S(=O)(=O)N3CCc4ccccc4C3)ccc2F)c1,-9%,-25%,0%
c1ccc(N2N=C(c3cccs3)CC2c2ccco2)cc1 (centres undefined),-18%,-18%,?
O=C(Oc1ccc(Br)cc1)c1cccc(S(=O)(=O)N2CCOCC2)c1,0%,-19%,-2%
O=Cc1cc(Br)c(OC(=O)N2CCOCC2)c(Br)c1,?,-11%,3%
O=C1c2ccccc2C(=O)C1c1ccccc1F,19%,-1%,-1%
Cc1ccc(Cl)cc1N1CCN(CCCNC(=O)c2ccc3nc(N4CCCCC4)sc3c2)CC1,21µM*,12µM*,-10%
CCOC(=O)[C@H]1[C@H]2COc3ccc(OC)cc3[C@@H]2N2C(=O)c3ccccc3NC(=O)[C@@]12C,-7%,-13%,-11%
O=C(NCc1cccc(CNC(=O)C(=O)NCC2CCCO2)c1)C(=O)NCC1CCCO1 (centres undefined),19%,-14%,3%
NC(=O)Nc1cc(Cl)ccc1Cl,2%,0%,-4%
COc1cc2c(cc1OC)C(C(N)=O)NCC2 (centres undefined),8%,11%,nt
O=C(COc1ccccc1)Nc1nnc2n1CCS2,-1%,0%,-3%
O=C(O)c1ccc(N2C(=O)c3ccc(C(=O)c4cccc([N+](=O)[O-])c4)cc3C2=O)cc1,5%,-23%,-7%
COc1ccc(-c2n[nH]c(=S)n2-c2ccccc2C)cc1,2%,-10%,-3%
CSc1ccc(CN(C)C(C)C(=O)NCc2ccccc2)cc1 (centres undefined),-27%,?,-6%
O=C(CCc1ccccc1)NCc1ccncc1,-12%,9%,?

# Some of the entries so far, with each value named:
> O=C1c2ccccc2C(=O)C1c1ccccc1F
- TDP1 cell CPT = 19%
- TDP1 cell noCPT = -1%
- GCN5L2 inh = -1%
> CN(C)C(=O)c1ccc(-c2cncnc2NCCN2CCOCC2)cc1
- TDP1 cell CPT = -2%
- TDP1 cell noCPT = -21%
- GCN5L2 inh = -5%
> O=C(Oc1ccc(Br)cc1)c1cccc(S(=O)(=O)N2CCOCC2)c1
- TDP1 cell CPT = 0%
- TDP1 cell noCPT = -19%
- GCN5L2 inh = -2%

# 3 compounds already listed, ordered by formula weight, high to low.
SMILES,TDP1 cell CPT,TDP1 cell noCPT,GCN5L2 inh
Cc1ccc(Cl)cc1N1CCN(CCCNC(=O)c2ccc3nc(N4CCCCC4)sc3c2)CC1,21µM*,12µM*,-10%
CC(=O)c1ccc(S(=O)(=O)N2CCn3cccc3C2c2ccc(C)cc2)cc1 (centres undefined),21µM*,?,-1%
CNC(=O)NC(=O)CSc1cccc(C(F)(F)F)c1,0%,0%,0%

# 3 compounds drawn at random from the list so far:
SMILES,TDP1 cell CPT,TDP1 cell noCPT,GCN5L2 inh
O=C(CCc1ccccc1)NCc1ccncc1,-12%,9%,?
O=Cc1cc(Br)c(OC(=O)N2CCOCC2)c(Br)c1,?,-11%,3%
COc1cc2c(cc1OC)C(C(N)=O)NCC2 (centres undefined),8%,11%,nt

# Additional records.
SMILES,TDP1 cell CPT,TDP1 cell noCPT,GCN5L2 inh
COc1ccc(Cl)cc1NC(=O)CCS(=O)(=O)c1nc(-c2cccs2)cc(C(F)(F)F)n1,4.6µM*,3.3µM*,-6%
Cc1ccc(C2=NN(C(=O)CN3CCN(C4CCS(=O)(=O)C4)CC3)C(c3ccco3)C2)cc1 (centres undefined),?,?,-20%
CC(C)COC(=O)c1ccccc1OC(=O)c1ccncc1,15%,16%,-8%
COc1ccc(C2C=C(c3ccccc3)Nc3nc(NC(=O)c4cccc([N+](=O)[O-])c4)nn32)cc1 (centres undefined),?,?,-2%

# High-throughput results deposited in PubChem by National Center for Advancing Translational Sciences (NCATS).
